# Assay outcomes (PubChem)
# bCat KO growth: beta-catenin-lacking colon tumor cell growth suppression. hit rate 1.5% among 140,000. AID 818. viability, % at 10 µM. HCT116 beta-catenin knockout viability, CellTiter-Glo, 60 h; hits give low values;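 active = viability at or under a set limit, the compound median less 4 SD, cut at about 6% in these data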;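 note: 0% = Hyamine 1622 control at 20 µM and 100% = untreated cell control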
# GALR2 blocker: GALR2 (human) receptor antagonism; O43603; GALR2-expressing cells, antagonist mode; inhibition, % at 4 µM; hit rate 0.39% among 140,000; AID 828; in the data active = inhibition above about 27%;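 note: cells stimulated with galanin 1-16 at roughly its EC80; 0% = agonist challenge control and 100% = basal control without agonist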
# Target sequence (O43603 whole entry, looked up): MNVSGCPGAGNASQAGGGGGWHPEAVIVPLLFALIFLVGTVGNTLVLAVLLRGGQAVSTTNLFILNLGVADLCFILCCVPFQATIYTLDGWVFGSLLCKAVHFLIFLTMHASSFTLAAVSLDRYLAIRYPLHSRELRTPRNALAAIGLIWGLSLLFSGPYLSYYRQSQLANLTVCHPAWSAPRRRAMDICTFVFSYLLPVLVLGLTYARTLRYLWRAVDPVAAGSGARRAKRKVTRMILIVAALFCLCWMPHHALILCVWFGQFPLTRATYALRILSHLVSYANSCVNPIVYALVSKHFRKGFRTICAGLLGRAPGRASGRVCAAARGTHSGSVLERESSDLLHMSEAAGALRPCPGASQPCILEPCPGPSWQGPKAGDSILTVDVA
# E-sel TNF inh: TNF alpha driven E-selectin expression inhibition | hit rate 0.71% among 120,000 | inhibition, % at 2 µM | AID 1246 | HUVEC TNFa-induced E-selectin immunofluorescence, high content;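 active = inhibition above the batch mean plus 3 SD, and confirmed as a hit on visual image review, cut at about 43% in these data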;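 note: 0% = TNF-stimulated DMSO wells and 100% = unstimulated control wells; not every result past the cut was called active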
# Phagocyt inh: inhibitors of macrophage phagocytosis; hit rate 0.07% among 110,000; J774A.1 macrophage IgG-bead phagocytosis, imaging; AID 1029; inhibition, % at 5 µM;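 active = inhibition above the mean of the plate negative controls plus 5 SD, cut at about 13% in these data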;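 note: phagocytic index as fraction of beads internalized from green versus red external bead signal; plate controls were DMSO negative control for no effect and cytochalasin-D positive control for full effect; some results beyond the cut were filed as inactive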
# MRP1 act: MRP-1 activation; hit rate 0.61% among 140,000; H69AR cells + doxorubicin, viability rescue, CellTiter-Glo; viability increase, % at 10 µM;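 active = viability gain under doxorubicin at or above a set limit, the compound median plus 3 SD, cut at about 4.7% in these data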;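 note: MRP-1 overexpressing cells given doxorubicin 25 µM after compound pretreatment; 18-22 h compound pretreatment then 72 h with doxorubicin before readout; 0% = doxorubicin-only wells and 100% = vehicle-treated cells without doxorubicin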
# Yeast life ext: extends the lifespan of yeast. S. cerevisiae growth with nicotinamide, OD615; deaD strain in restrictive glucose medium. inhibition of the nicotinamide effect, % at 10 µM. AID 775. hit rate 0.68% among 130,000;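 active = inhibition above a set limit, placed 3 SD over the median of all compounds, cut at about 26% in these data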;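 note: 0% = nicotinamide-treated wells and 100% = cells grown without nicotinamide; some compounds called inactive have numbers as strong as hits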
#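 assay system = DeaD-strain S. cerevisiae | buffer or medium = restrictive glucose medium | reagent = 1.5 mM nicotinamide | compound = 10 µM single point, 0.25% DMSO | incubation = 48 h compound exposure at 30 °C, humidified | signal = OD615 measurement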
# Measles CPE: protection of cells from measles virus; Measles virus-infected cells, CPE protection, absorbance; protection (pct of control), % at 4 µM; AID 841; hit rate 1.5% among 140,000; in the data active = protection mostly above about 24%, no sharp cut-off; inactive = mostly below about 26%; note: some compounds called inactive have numbers as strong as hits
# Yeast growth inh: reduces growth of yeast BB579 in restrictive medium. AID 804. hit rate 0.51% among 140,000. inhibition, % at 10 µM. S. cerevisiae BB579 growth, OD615, 48 h;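 active = inhibition above a set limit, 3 SD over the mean compound inhibition, cut at about 44% in these data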; note: inactives centre near -24
#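 System: Saccharomyces cerevisiae DeaD strain BB579, replicative lifespan model yeast | Buffer or medium: Restrictive glucose-based CSMM-D medium | Times: 4 h preincubation and 48 h exposure at 30 °C | Detection: OD615 turbidity measurement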
# HCT116 PTEN-null: suppresses growth of cells with PTEN deletion | viability, % at 10 µM | hit rate 1.2% among 140,000 | HCT116 PTEN-null viability, CellTiter-Glo, 60 h; hits give low values;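 active = viability at or below a set limit, 4 SD under the median of all tested compounds, cut at about 3.7% in these data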;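 note: PTEN knockout HCT116 line with beta catenin targeted HCT116 as companion control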
# NPY-Y2 antag: antagonists of human neuropeptide Y receptor Y2 | P49146 | NPY-Y2 expressing cells, antagonist mode | inhibition, % at 2.7 µM | hit rate 0.99% among 140,000; in the data active = inhibition above about 17%;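 note: 0% = vehicle with agonist challenge and 100% = reference antagonist with challenge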
# Target sequence (P49146 whole entry, looked up): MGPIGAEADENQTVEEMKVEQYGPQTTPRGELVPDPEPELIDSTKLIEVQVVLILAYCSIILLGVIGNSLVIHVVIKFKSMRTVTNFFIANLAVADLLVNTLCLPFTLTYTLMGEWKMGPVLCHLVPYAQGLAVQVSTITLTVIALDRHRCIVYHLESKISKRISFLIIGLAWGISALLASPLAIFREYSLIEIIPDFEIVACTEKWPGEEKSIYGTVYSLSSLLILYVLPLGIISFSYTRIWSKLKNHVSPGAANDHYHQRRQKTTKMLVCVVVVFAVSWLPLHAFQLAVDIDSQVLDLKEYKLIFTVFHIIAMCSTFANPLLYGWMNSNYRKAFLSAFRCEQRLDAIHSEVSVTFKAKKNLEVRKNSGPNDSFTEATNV
# The depositor's hits bear a star; / = no result given; & = joins results of further samples. Not a hit list. About 6.3% of those tested had a hit in this group.
SMILES,bCat KO growth,GALR2 blocker,E-sel TNF inh,Phagocyt inh,MRP1 act,Yeast life ext,Measles CPE,Yeast growth inh,HCT116 PTEN-null,NPY-Y2 antag
Cn1ncc(Cl)c1C(=O)NC(=S)Nc1sc2c(c1C#N)CCCCC2,86.0,6.1,-60.0,-2.1,-0.6,-11.4,7.5,-46.5,95.1,5.3
CC1CCc2nc3ccc(S(=O)(=O)N4CCC(C(=O)NC5CCCC5)CC4)cc3c(C(=O)O)c2C1 (centres undefined),95.2,-17.2,/,0.2,-1.6,-15.1,8.7,32.4,80.6,0.9
Cc1cccc2sc(N(CCCN(C)C)C(=O)c3nc4ccccc4s3)nc12,9.7,13.0,/,-3.9,-3.3,0.0,0.1,-35.5,7.0,4.3
CCCCOC(=O)n1c(SCC(=O)N(C)C)nc2ccccc21,105.4,-5.6,12.0,1.5,-0.1,-12.9,2.4,-1.8,105.6,2.7
COC(=O)C1CCN(C(=O)/C=C/c2ccccc2)CC1,101.5,-3.4,-11.0,-3.5,-0.6,-3.3,3.0,-24.7,94.4,0.4
N#Cc1ccc(C(=O)Nc2ccn(-c3ccccc3)n2)cc1,52.9,8.9,/,-5.8,1.7,-5.7,26.2,0.3,67.5,2.9
Cc1ccccc1/C=N/Nc1ccnc2cc(Cl)ccc12,10.9,22.9,-3.4,0.1,0.3,-4.3,0.6,-34.3,6.5,0.9
CC(=O)N1CCC(N(C(=O)Nc2ccc(C)c(C)c2)C2CCCC2)CC1,103.2,-1.0,-12.9,-0.5,-1.3,-12.6,8.3,-33.0,82.9,1.1
Cc1ccc(-c2nnc(N3CCN(S(C)(=O)=O)CC3)c3ccccc23)cc1,77.1,-9.3,-4.7,3.8,-2.2,-12.9,12.5,-0.2,66.5,3.2
COc1ccccc1NC(=O)C(=O)NNC(=O)c1ccco1,75.4,-2.7,-48.6,-3.6,-1.8,4.3,18.0,-18.5,67.9,7.5
CC(C)OCCCNC(=O)c1sc(=S)n(C)c1N,90.9,-3.2,/,-1.0,-1.8,-5.2,4.5,-16.1,97.7,-0.6
OC(CN1CCN(c2ccccc2)CC1)c1ccc2c(c1)CCN2 (centres undefined),91.8,-9.7,/,1.9,-3.9,-4.2,21.2,6.1,93.0,3.5
COc1ccc(S(C)(=O)=O)cc1S(C)(=O)=O,103.0,0.3,-7.5,-1.1,-0.1,-5.3,11.1,-9.7,106.1,3.7
O=C(Nc1cnc2ccccc2c1)c1ccco1,90.9,11.1,/,-2.1,-1.1,-13.9,13.7,-80.2,95.0,-0.6
CC(C)(C)Nc1nc(Cl)nc(NC(C)(C)C)n1,94.8,7.1,/,2.9,-1.7,8.5,38.2,-2.5,97.2,3.4
CC(OC(=O)c1ccc2c(c1)C(=O)N(Cc1ccncc1)C2=O)C(=O)Nc1cccc(Cl)c1Cl (centres undefined),89.4,3.0,0.1,-5.9,-0.2,0.9,24.9,-16.5,93.2,3.9
Cc1ccc2nc(-c3ccc(S(=O)(=O)N4CCOCC4)cc3)cn2c1,113.3,6.6,12.7,-0.2,1.1,3.6,6.2,-28.6,123.2,3.7
Cc1ccc(C(=O)NCCCN2CCOCC2)cc1N1CCCC1=O,100.7,-9.0,0.5,-2.8,1.0,-0.5,4.1,-26.6,108.5,2.2
CCN1CCc2c(sc3c2c(NCc2ccco2)nc2nnnn23)C1,88.1,11.3,-12.6,-1.4,-1.4,-5.3,35.4*,-23.6,97.6,0.8
CCCCOC(=O)C(NC(=O)c1ccccc1)=C(C)C,96.5,-4.0,27.8,/,-0.9,-7.1,15.5,-57.0,92.6,1.0
O=C(Nc1nnc(CSCc2ccc(Cl)cc2)s1)c1cccc([N+](=O)[O-])c1,88.1,3.3,-48.7,-0.1,1.5,-5.6,6.3,-27.8,89.0,0.6
Cc1cc(=O)oc2c(C)c(OCC(=O)N(C)C)ccc12,85.5,-5.0,/,-1.1,-2.2,-13.3,25.9,-5.3,99.8,2.0
CCCCOc1ccc(S(=O)(=O)NC(=O)NCc2ccc(OCCC)cc2)cc1,93.9,-8.5,-11.3,/,-1.3,/,11.0,-25.4,84.7,1.4
CCOC(=O)C(NC(=O)c1cccc(Cl)c1)(Nc1nnc(C)s1)C(F)(F)F (centres undefined),93.6,8.4,-10.5,-2.8,-0.2,5.1,3.5,-39.4,100.0,3.5
Cc1cc(C(=O)COC(=O)CN(C)S(=O)(=O)c2ccc(Cl)cc2)c(C)n1CC1CCCO1 (centres undefined),103.8,-13.3,/,/,-0.6,-11.6,4.8,-13.1,87.9,-0.5
Fc1ccccc1NC(=S)N1CCCCC1,96.7,1.3,/,-3.0,0.6,4.3,10.1,-19.3,101.4,-0.1
Cc1ccc(-n2c(C)cc(/C=c3/sc4nc5ccccc5n4c3=O)c2C)cc1,56.6,-6.4,4.5,-1.7,0.8,-5.9,6.6,-20.4,61.9,-0.7
COc1ccc2c(CC(=O)OCC(=O)NC(=O)c3cccn3C)coc2c1,88.3,-6.7,-68.5,0.4,-3.3,-5.3,3.5,-19.2,99.8,4.8
O=S(=O)(c1ccc(F)cc1)N1CCC(O)(c2ccc3c(c2)OCO3)CC1,91.9,3.6,9.4,-1.0,-1.8,-1.3,5.9,-8.6,93.2&86.4,-2.5
COCc1cc(=O)[nH]c2cc(NC(=O)C(C)(C)CCl)c(C)cc12,107.5,4.7,-20.3,0.0,-1.6,-8.1,10.9,-30.5,102.9,0.9
COc1cccc(CNc2nc3nc4c(c(=O)n3[nH]2)CCC4)c1,90.8,-7.5,24.4,0.8,-0.6,-16.3,4.3,-3.9,91.4,3.0
CC(=O)c1cccc(N(CC(=O)NCC2CCCO2)C(=O)CCC(=O)Nc2cc(C)on2)c1 (centres undefined),104.1,1.3,/,0.3,-1.3,-9.0,5.1,-22.5,94.4,9.4
COc1ccc(/C=N/NS(=O)(=O)c2ccc(C)cc2)cc1OC(=O)c1ccccc1,97.6,-10.9,-13.9,0.3,1.2,-12.5,3.1,-15.3,93.9,3.0
COc1ccc(N2CCN(S(=O)(=O)/C=C/c3ccccc3)CC2)cc1,91.3,-14.3,3.6,-0.8,0.9,2.8,6.9,-59.6,96.9,9.2
Cc1oc(-c2ccccc2)nc1Cn1cccc1C1=NC(c2ccccc2)CO1 (centres undefined),33.2,-0.6,6.2,/,0.8,-6.0,8.9,14.9,43.8,9.7
COc1ccc2[nH]c3c(NCCN(C(C)C)C(C)C)ncnc3c2c1,63.8,5.8,1.6,-0.1,-6.4,-26.7,8.2,-23.5,80.4,0.8
O=C(Nc1cccc(C(F)(F)F)c1)NC1CCCCC1,54.6,-0.1,8.1,0.0,-1.0,-3.6,5.7,-66.1,21.0,6.3
O=C(COc1ccc2ccccc2c1)N/N=C/C1CC=CCC1 (centres undefined),96.3,3.8,-10.5,-3.3,-2.5,1.9,1.5,-43.0,108.2,9.4
CC12CC(c3ccccc3O1)C(/C(N)=N/NC(=O)c1ccc(F)cc1)C(=O)N2 (centres undefined),79.5,-7.4,/,-10.4,-5.2,-4.0,9.2,-7.3,60.5,-0.5
CCN(CC)C(=O)N1CCC(NC(=O)c2ccccc2)CC1,107.3,-0.3,7.7,-1.3,-0.7,-9.7,6.4,21.8,94.6,-0.7
Cc1cc(C)cc(N(CC(=O)NCc2ccco2)S(=O)(=O)c2c(C)noc2C)c1,80.9,-6.1,/,-0.5,-3.0,-3.0,21.6,23.7,78.3,1.6
CC(=O)Nc1ccc2c(c1)ncn2C1CCCCC1,92.6,-0.1,-29.0,/,-0.8,/,11.1,-32.2,97.6,2.0
COc1ccc(Br)cc1C(=O)Nc1cccc(C)c1C,92.2,0.9,/,-1.6,-2.6,-3.7,24.4,-24.3,95.1,2.5
O=[N+]([O-])C(=C1Nc2ccccc2N1)/C(Cl)=C(/Cl)Br,82.4,19.9,6.7,-4.0,-2.7,3.6,2.9,-61.7,91.7,0.5
COc1cc(-c2nc(N)n[nH]2)cc(OC)c1OC,111.3,-2.2,/,-2.0,2.4,17.6,11.8,27.8,93.1,3.0
COc1ccc([N+](=O)[O-])cc1NC(=O)c1ccc(N(Cc2ccccc2Cl)S(C)(=O)=O)cc1,90.8,13.6,/,-4.1,-3.8,-1.2,2.1,-14.6,79.6,0.0
CCc1nc2oc3cc(OC)ccc3c(=O)c2c(=O)n1-c1ccccc1,95.0,0.4,-25.1,-0.5,-4.0,-1.2,36.7,2.4,102.9,-1.0
CCCCCCCC(=O)N/N=C(\C)c1ccc(O)cc1O,23.2,2.2,/,-0.4,0.5,-1.2,12.0,-10.8,21.0,3.5
CC1=Nn2c(nc3sc4c(c3c2=O)CCCC4)SC1,95.2,1.6,/,-1.5,0.1,-3.5,16.1,19.7,95.2,0.3
CCOc1ccc(-c2nnc3ccc(SC)nn23)cc1,96.6,5.8,2.2,/,-0.7,-17.1,0.7,-18.1,98.7,0.5
CC(C)N(Cc1nc(-c2ccc(Cl)cc2)no1)C(=O)CCC1CCCC1,87.6,-15.4,/,0.0,-2.1,-3.5,7.0,-15.9,71.6,11.9
COC(=O)c1ccc(-c2nc(-c3cccs3)no2)cc1,62.4,-9.3,/,-0.5,1.8,-10.6,2.4,-2.1,62.0,2.4
Cc1ccc(NC(=O)N2CCCC2C(=O)NCc2cccs2)cc1 (centres undefined),100.9,-4.8,15.9,/,0.4,/,4.7,-15.2,96.0,-0.2
O=C(NCc1ccco1)c1sc(=S)n2c1[nH]c(=O)c1ccccc12,89.6,-14.2,/,1.0,-3.7,-11.0,13.8,-23.1,83.7,7.1
O=C(Cn1c(=O)sc2ccccc21)NCc1ccccn1,99.2,5.3,/,0.4,0.5,-5.0,15.4,-34.5,95.2,2.8
CCn1c(=S)sc2c(=O)n(-c3ccccc3)c(SCC(=O)NCc3ccco3)nc21,81.8,-13.2,/,-2.1,-3.4,-6.4,26.9,-41.5,75.1,11.2
CCOC(=O)c1cnn(-c2nc(-c3ccccc3)cs2)c1C(F)(F)F,88.1,1.5,-2.7,/,-1.5,-27.3,12.7,1.9,91.9,3.5
CCS(=O)(=O)c1nnnn1-c1ccccc1S(C)(=O)=O,9.1,10.4,8.5,-0.9,-5.7,-2.2,5.9,13.5,6.6,2.4
Nn1c(SCC(=O)NCCC2=CCCCC2)nnc1C(F)(F)F,89.8,-1.4,/,-1.7,-0.5,-10.8,3.8,-46.1,97.7&89.2,4.4
COCCNC(=S)N/N=C/c1ccc(N2CCOCC2)cc1,66.4,13.5,-62.0,0.8,-1.0,2.2,3.7,-28.5,67.4,3.6
CCC(Sc1ccc2nnc(-c3ccc(F)cc3)n2n1)C(=O)O (centres undefined),96.8,-8.4,-6.2,/,-0.2,-6.8,24.4,-20.9,94.5,3.9
